Source: PubChem BioAssay
aSyn rescue: inhibitors of alpha-synuclein toxicity in yeast; Yeast expressing alpha-synuclein, growth rescue, BacTiter-Glo, 24 h; Potency, µM (titrated, usually from 46.1 µM), for inactives: at the highest dose growth rescue (activation), hits mostly activators; 0.14% of 370,000 active; note: potency is the fitted concentration of half-maximal effect; % of control where 0% means no effect; nearly all actives have a fitted effect of over 65% in size
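Screening used galactose-induced yeast with toxic alpha-synuclein levels, exposed to compound for 24 hr at 30 deg C. Cell growth, read with BacTiter-Glo luminescence, gave the measured signal.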
DRD3 agonist: activates the human D3 dopamine receptor; P35462; AID 652048; max activation, %; 0.58% of 410,000 active; D3R DiscoveRx beta-arrestin cells, luminescence, 90 min; in the data active = max activation above about 30%; note: 0% is about no effect; mostly tested at two doses, the higher about 12 µM
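Agonist mode: compounds and dopamine controls were applied to plated cells for 90 min at 37 degrees C after an overnight attachment at 1500 cells/well. Luminescent read-out followed 30 - 60 minutes at room temperature with DiscoveRx detection reagent.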
EPAC2 antagonist: EPAC2 (human) antagonism. 0.18% of 360,000 active. AID 720708. Potency, µM (titrated, usually from 114 µM), without a hit: at the top dose activity, negative = inhibition, actives largely listed as inhibitors. EPAC2 GEF exchange of Rap1B-BODIPY-GDP, fluorescence; note: potency is the fitted concentration of half-maximal effect; % is set by controls: 0 for no effect and ±100 for the full control effect; nearly all actives have a fitted effect of over 45% in size; many of its hits are not listed in these tables
Target sequence (Q8WZA2 whole entry, looked up): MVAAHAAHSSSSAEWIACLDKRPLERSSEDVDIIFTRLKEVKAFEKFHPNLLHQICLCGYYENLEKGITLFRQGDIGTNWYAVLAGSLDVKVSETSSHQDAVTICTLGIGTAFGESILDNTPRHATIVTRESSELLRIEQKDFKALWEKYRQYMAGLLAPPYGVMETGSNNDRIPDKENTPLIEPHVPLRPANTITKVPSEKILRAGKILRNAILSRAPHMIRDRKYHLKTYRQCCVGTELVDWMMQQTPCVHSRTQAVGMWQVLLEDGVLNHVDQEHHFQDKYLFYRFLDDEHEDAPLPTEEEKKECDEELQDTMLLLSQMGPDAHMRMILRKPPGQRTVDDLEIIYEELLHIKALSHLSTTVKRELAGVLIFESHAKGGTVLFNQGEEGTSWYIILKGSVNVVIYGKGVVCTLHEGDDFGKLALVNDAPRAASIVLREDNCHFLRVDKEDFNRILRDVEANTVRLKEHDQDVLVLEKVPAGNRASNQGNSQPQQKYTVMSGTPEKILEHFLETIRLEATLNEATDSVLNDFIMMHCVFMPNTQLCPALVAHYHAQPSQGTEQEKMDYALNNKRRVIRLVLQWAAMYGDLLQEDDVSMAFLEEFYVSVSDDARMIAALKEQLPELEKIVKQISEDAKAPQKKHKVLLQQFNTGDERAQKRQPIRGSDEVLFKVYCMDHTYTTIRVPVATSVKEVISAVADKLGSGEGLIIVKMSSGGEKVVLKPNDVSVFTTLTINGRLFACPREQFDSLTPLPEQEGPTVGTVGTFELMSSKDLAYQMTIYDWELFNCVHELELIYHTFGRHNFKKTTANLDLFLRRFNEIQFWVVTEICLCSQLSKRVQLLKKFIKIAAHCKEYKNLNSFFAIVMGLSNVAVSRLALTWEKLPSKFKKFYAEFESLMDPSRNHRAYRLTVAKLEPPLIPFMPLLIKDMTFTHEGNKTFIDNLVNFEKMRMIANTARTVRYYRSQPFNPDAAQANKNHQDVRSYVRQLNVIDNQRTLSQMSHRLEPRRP
Abeta rescue: restores growth of yeast expressing A-beta42 peptide. 0.063% of 410,000 active. yeast expressing A-beta42, growth rescue, OD600, 48 h; response scale: 0% DMSO, 100% iron-clioquinol control. Potency, µM (top dose mostly 46.1 µM), without a hit: at the top dose growth rescue, hits mostly activators; note: potency is the fitted concentration of half-maximal effect; nearly all actives have a fitted effect of over 55% in size
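Yeast growth medium received pinned compounds, then yeast cells expressing toxic A-beta were added; plates incubated at 30 C for 48 hr. Growth read as absorbance at 600 nm, normalized to DMSO and equimolar FeCl3 plus clioquinol controls.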
FUS suppressor: FUS proteinopathy suppression in yeast | 0.24% of 390,000 active | Potency, µM (series often up to 76.6 µM), for the others: at the highest dose growth rescue (activation), most hits filed as activators | S. cerevisiae FUS-expressing, growth rescue, OD600, 24 h;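 note: potency is the fitted concentration of half-maximal effect; plate controls were DMSO vehicle for no effect and reference control for full effect; nearly all actives have a fitted effect of over 55% in size; some results filed as inactive show a strong effect at the top dose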
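Toxicity suppression screen in FUS-yeast. Cells induced with 2% galactose, starting OD 0.005, treated 24hr at 30C with compounds at multiple final concentrations; growth by OD600.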
DRD3 antagonist: D3 dopamine receptor (human) antagonism | P35462 | D3R cells, DiscoveRx beta-arrestin luminescence, antagonist mode; active compounds read low | max response, negative = inhibition, % | 2.5% of 360,000 active | AID 652054; in the data active = max response below about -50%; inconclusive = no clear call, values can overlap the other calls; note: % is set by controls: 0 for no effect and ±100 for the full control effect; mostly tested at two doses, the higher about 12 µM
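Cells expressing the human receptor were seeded at 1500 cells/well, incubated overnight at 37 degrees C in 5% CO2, then exposed to library compounds with dopamine controls for 90 minutes at 37 degrees C before luminescent detection.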
EPAC2 agonist: activates human EPAC2 exchange factor. Q8WZA2. 0.079% of 360,000 active. Potency, µM (top dose mostly 154 µM), without a hit: top-dose activation, usual class: activators. EPAC2 activation, biochemical qHTS; response scale: 100% = 6.5 mM cAMP response; note: potency is the fitted concentration of half-maximal effect; nearly all actives have a fitted effect of over 50% in size
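Fluorescence exchange assay: 100 nM EPAC2 with 250 nM RAP1B-BODIPY-GDP and 50 uM GDP; compounds tested as a concentration-titration series (qHTS). Loss of Rap1-bound BODIPY-GDP fluorescence read at 480/540 nm; data normalized to 6.5 mM cAMP.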
TDP43 rescue: inhibitors of TDP-43 toxicity in yeast. TDP-43 expressing yeast growth rescue, BacTiter-Glo, 24 h. Potency, µM (doses to about 46.1 µM), for the others: at the highest dose growth rescue (activation), hits mostly activators. 1.8% of 410,000 active; note: potency is the fitted concentration of half-maximal effect; % of control where 0% means no effect; nearly all actives have a fitted effect of over 50% in size
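In this qHTS, compounds that restore growth of yeast expressing TDP-43 appear as activators. Cells (OD600=0.02, galactose medium, raffinose-pregrown) are incubated with compound 24 hr at 30 deg C and growth is quantified by BacTiter-Glo.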
Numbers without * were called inactive; u = inconclusive; x = no result given; [ ] = dose if it differs, or a comment. Unless noted, calls come from the whole dose curve; as a rule, active = well fitted curve in the direction sought with a large enough effect; inconclusive = small, poorly fitted or top-dose-only effect, or another doubt; inactive = no such curve, though single readings can be large; an effect the other way counts as inactive or inconclusive.

SMILES	aSyn rescue	DRD3 agonist	EPAC2 antagonist	Abeta rescue	FUS suppressor	DRD3 antagonist	EPAC2 agonist	TDP43 rescue
CCCCN1C(=N)C(CC)(CC)C(=O)NC1=O	6%	1	5%	-6%	9%	33	6%	3%
COCc1cc(OC(=O)N(C)C)nc(-c2ccc(C)c(Cl)c2)n1	4%	-7	-10%	0%	24%	-1	10%	13%
Cc1ccc2c(c1)C=CC(C#N)N2C(=O)Oc1ccccc1 (stereo not given)	13%	-11	u	3%	35%	-21	3%	u
Cc1ccc2c(c1)c(C1=c3ccccc3=NC1=O)c(O)n2C	3%	-5	5%	-33%	-2%	-80*	-3%	u
c1cc2c(cc1[C@H]1OC[C@H]3[C@@H]1CO[C@H]3c1ccc3c(c1)OCO3)OCO2	-2%	-11	-5%	-33%[inhibitor]	14%	-22	8%	u
CC(C)(C)C(=O)c1cn(Cc2ccccc2)c2ccccc12	0%	1	-24%	22%	10%	9	-3%	13µM*
CCN(CC)C(=O)c1ccc(NC(=O)CCCSc2ccccc2)cc1	-2%	6	-6%	15%	21%	1	8%	2%
CC(Cc1ccccc1)NC(=O)CCCCC(=O)NC(C)Cc1ccccc1 (stereo not given)	-1%	-6	-3%	-27%	0%	-9	1%	-17%
O=C1NCN(c2ccccc2)C12CCN(C(c1ccccc1)c1nnnn1Cc1ccccc1)CC2 (stereo not given)	2%	-5	-22%	-7%	32%	u	2%	12%
COC(=O)C1=C(c2cc3ccccc3s2)C[C@@H]2CC[C@H]1N2C(=O)NCc1ccc(C(F)(F)F)cc1	u	-13	u	1%	25%	u	-2%	24%
Cc1ccccc1C1=NCC(=S)Nc2ccc(Cl)cc21	-5%	-5	10%	8%	11%	u	-10%	6%
COc1ccc(CN2C(=O)NC(=O)/C(=C/c3ccoc3)C2=O)cc1	2%	4	9%	6%	32%	0	9%	13%
CN1CC2([N+](=O)[O-])CC=C(Cl)C([N+](=O)[O-])(C1)C2 (stereo not given)	10%	1	7%	5%	-16%	7	1%	5%
CC(=O)c1c(O)n(C)c(=S)n(-c2ccccc2)c1=O	-6%	-6	-1%	-24%	12%	5	4%	-12%
C=C(C=O)CC1CC(O)[C@]2(C)OC3CC4OC5C[C@]6(C)O[C@]7(C)CCC8OC9C[C@]%10(C)OC%11C(C)=CC(=O)OC%11CC%10OC9C[C@@H](C)C8OC7CC6O[C@]5(C)CC5OC5C4OC3CC2O1 (stereo not given in full)	5%	-4	1%	-11%	9%	-6	-10%	3.2µM*
CCCCCCC1CC(C)(C(=O)CNc2nncs2)OC1=O (stereo not given)	5%	0	u	-29%	5%	-2	-3%	3%
CC(Cc1ccc(O)cc1)NCC(O)c1ccc(O)c(O)c1 (stereo not given)	-6%	-9	16%	-18%	20%	-17	1%	16%
O=C(NC(=S)N1CC1)c1ccccc1	1%	8	1%	2%	-1%	4	5%	21%
COC(=O)C1=C(c2ccc(F)cc2F)C[C@@H]2CC[C@H]1N2C(=O)NCCOc1ccccc1Cl	18%	-15	-17%	7%	u	31	4%	u
CCC(=NCc1ccco1)c1c(O)n(-c2ccc(Cl)cc2)c(=O)[nH]c1=O	-3%	1	-5%	-4%	16%	-5	0%	-5%
Cc1ccc(/C=C2/C(=O)NC(=O)N(CCc3ccc(F)cc3)C2=O)s1	-1%	-9	15%	15%	8%	-12	-1%	-23%
O=C1NC(=O)C(=Cc2ccc(N3CCOCC3)o2)C(=O)N1	-1%	-2	-28%	-13%	13%	u	6%	-7%
Fc1ccccc1CNCCc1ccc2c(c1)OCO2	4%	-3	-2%	11%	-18%	u	-4%	16%
COC(=O)C1=C(c2cccc(OC)c2OC)C[C@@H]2CC[C@H]1N2C(=O)NCCCOC(C)C	1%	10	2%	2%	3%	5	2%	8%
Cn1cccc1CNCCc1ccc(F)cc1	0%	0	-4%	10%	39%	-28	5%	0%

Quoted from the entries so far, 6 compounds:
SMILES	aSyn rescue	DRD3 agonist	EPAC2 antagonist	Abeta rescue	FUS suppressor	DRD3 antagonist	EPAC2 agonist	TDP43 rescue
CCC(=NCc1ccco1)c1c(O)n(-c2ccc(Cl)cc2)c(=O)[nH]c1=O	-3%	1	-5%	-4%	16%	-5	0%	-5%
Cc1ccc(/C=C2/C(=O)NC(=O)N(CCc3ccc(F)cc3)C2=O)s1	-1%	-9	15%	15%	8%	-12	-1%	-23%
O=C1NC(=O)C(=Cc2ccc(N3CCOCC3)o2)C(=O)N1	-1%	-2	-28%	-13%	13%	u	6%	-7%
Fc1ccccc1CNCCc1ccc2c(c1)OCO2	4%	-3	-2%	11%	-18%	u	-4%	16%
COC(=O)C1=C(c2cccc(OC)c2OC)C[C@@H]2CC[C@H]1N2C(=O)NCCCOC(C)C	1%	10	2%	2%	3%	5	2%	8%
Cn1cccc1CNCCc1ccc(F)cc1	0%	0	-4%	10%	39%	-28	5%	0%

Continuation:
SMILES	aSyn rescue	DRD3 agonist	EPAC2 antagonist	Abeta rescue	FUS suppressor	DRD3 antagonist	EPAC2 agonist	TDP43 rescue
O=C1NC(=O)C2(Cc3c(nc4ccccn4c3=O)N3CCCCCC32)C(=O)N1Cc1ccccc1 (stereo not given)	10%	1	-4%	4%	39%	8	5%	-9%
Cc1cc(O)c2c3c(c(=O)oc2c1)CCC(C)C3 (stereo not given)	-20%	-1	2%	-23%	-8%	-5	6%	0%
CCOc1ccc([N+](=O)[O-])cc1CNCCc1ccccc1	-4%	-5	1%	5%	31%	-14	2%	-5%
COc1ccc(Cl)cc1NC(=O)c1sc2nc3c(cc2c1N)N1CCC3CC1	x	4	x	-21%	-8%	x	x	3%
N#Cc1ccc(Cn2cc(C=O)c3ccccc32)cc1	7%	-1	-11%	9%	-18%	-21	17%	-9%
Cc1ccc(S(=O)(=O)N2Cc3cc(-c4cccc(F)c4)ccc3-n3nncc3C2)cc1	-12%	0	-9%	-12%	-24%	30	-3%	18%
O=c1[nH]c(O)c(C=Nc2ccccc2Sc2ccccc2)c(=O)[nH]1	1%	-3	u	u	10%	-8	9%	0%
CCC(C)C1NC(=O)C(NC(=O)C(CC(C)C)N(C)C(=O)C2CCCN2C(=O)C(C)O)C(C)OC(=O)C(Cc2ccc(OC)cc2)N(C)C(=O)C2CCCN2C(=O)C(CC(C)C)NC(=O)[C@H](C)C(=O)[C@H](C(C)C)OC(=O)CC1O (stereo not given in full)	10%	-9	0%	0%	x	u	-20%	-15%
NC1C2CN3CCN(C2)CC1(c1ccccc1)C3 (stereo not given)	6%	4	14%	-12%	-21%	11	-1%	10%
O=C(COc1ccc(Br)cc1)N1CCN(Cc2ccncc2)CC1	-1%	-9	-3%	17%	-13%	10	3%	11%
CCS(=O)(=O)NC(C)c1nnc2n1-c1ccc(Br)cc1C(c1ccccc1Cl)=NC2 (stereo not given)	-6%	1	1%	7%	17%	-12	11%	5%
CN(CC(=O)Nc1ccccc1-c1ccccc1)C1CCCCC1	6%	-6	-17%	12%	-11%	12	18%	11%
CC1CCCN(c2ccc(C(=O)N3CCC4(CC3)OCCO4)cc2[N+](=O)[O-])C1 (stereo not given)	16%	-9	5%	14%	26%	-6	2%	u
CCOC(=O)c1c(-n2c(C)cc(C=C3C(=O)NC(=O)NC3=O)c2C)sc2c1CCCC2	1%	4	4%	14%	22%	-5	-7%	2%
CCOC(=O)CC1=C(C(=O)OCC)C2(C(=O)N1)C(C(=O)OC)=C(N)Oc1ccccc12 (stereo not given)	-2%	4	-8%	2%	30%	1	5%	-14%
Cc1ccc(OP(=O)(O)Oc2ccc(C)cc2)cc1	-7%	-1	2%	7%	12%	-27	-2%	-1%
C[C@@H]1CN([C@@H](C)CO)C(=O)CCCn2nncc2CO[C@@H]1CN(C)C(=O)Oc1ccc2ccccc2c1	-21%	2	-8%	17%	10%	6	7%	22%
O=CNc1ccc(OP(=O)(Oc2ccccc2)Oc2ccccc2)cc1	16%	-7	-26%	-5%	47%	-15	16%	-21%
CCCC1(CC(C)C)C(=O)NC(=S)NC1=O	3%	2	-2%	-1%	x	5	-6%	20%
N#Cc1ccccc1NC(=O)c1cccn(Cc2ccccc2)c1=O	x	-1	x	-28%	17%	x	x	22µM*
Cc1cc(S(=O)(=O)NCC(C)C)ccc1OCC(=O)N1CCN(Cc2ccccc2)CC1	1%	-3	-4%	17%	9%	7	4%	-10%
Cc1ncoc1C(=O)NCC1=C(c2ccc3ccccc3c2)C[C@@H]2CC[C@H]1N2Cc1ccco1	-2%	-11	-7%	10%	-2%	-9	11%	0%
CC(=O)O[C@H]1C(=O)[C@@]2(C)C([C@H](OC(=O)c3ccccc3)[C@]3(O)C[C@H](OC(=O)[C@H](O)[C@@H](NC(=O)Cc4ccccc4)c4ccccc4)C(C)=C1C3(C)C)[C@]1(OC(C)=O)CO[C@@H]1C[C@@H]2O (stereo not given in full)	-4%	-9	1%	-6%	u	-50*	2%	-14%
CCOC(C(=O)OCC(O)CN(CC)CC)(c1ccccc1)c1ccccc1 (stereo not given)	3%	-5	4%	0%	-11%	-60*	7%	12%
CS(=O)(=O)N1CCCC(C(=O)N2CCC3(CC2)OCCO3)C1 (stereo not given)	0%	1	13%	8%	5%	22	8%	-12%
Nc1nnc(P(c2ccccc2)c2ccccc2)s1	-2%	2	-4%	u	6%	-12	10%	12%
O=C1C=C2C=C[C@H]3C[C@]2(O1)[C@@H]1CCCCN13	-7%	-9	6%	-1%	-21%	0	10%	-8%

Rewritten with bars between the fields: 5 of the compounds above.
structure | aSyn rescue | DRD3 agonist | EPAC2 antagonist | Abeta rescue | FUS suppressor | DRD3 antagonist | EPAC2 agonist | TDP43 rescue
Cc1cc(S(=O)(=O)NCC(C)C)ccc1OCC(=O)N1CCN(Cc2ccccc2)CC1 | 1% | -3 | -4% | 17% | 9% | 7 | 4% | -10%
C[C@@H]1CN([C@@H](C)CO)C(=O)CCCn2nncc2CO[C@@H]1CN(C)C(=O)Oc1ccc2ccccc2c1 | -21% | 2 | -8% | 17% | 10% | 6 | 7% | 22%
Cc1ncoc1C(=O)NCC1=C(c2ccc3ccccc3c2)C[C@@H]2CC[C@H]1N2Cc1ccco1 | -2% | -11 | -7% | 10% | -2% | -9 | 11% | 0%
CCOC(C(=O)OCC(O)CN(CC)CC)(c1ccccc1)c1ccccc1 (stereo not given) | 3% | -5 | 4% | 0% | -11% | -60* | 7% | 12%
N#Cc1ccccc1NC(=O)c1cccn(Cc2ccccc2)c1=O | x | -1 | x | -28% | 17% | x | x | 22µM*

A portion of the library (hit frequency here may not be typical).
